Compound activity: PubChem, Broad Institute
INS-1E GSIS act = GLuc luminescence reporter in INS-1E cells, primary screen for activators of glucose-dependent secretion of insulin; hit rate 0.61% among 370,000; INS-1E GLuc reporter insulin secretion, 2-3 h; activation, % at 16.6 µM; AID 743287;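 active means lowest replicate activation of at least 40%, so every replicate reaches that level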;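 further: 0% = median of neutral control wells and 100% = median of IBMX positive control wells; some compounds called inactive have numbers as strong as hits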
PAX8 reporter = inhibitors of PAX8 transcriptional activity in RMG-I cells; RMG-I TPO-luciferase reporter, SteadyGlo, 24 h; inhibition, % at 12.6 µM; hit rate 1.2% among 360,000; AID 652154;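 active means mean replicate inhibition at least 60% with every replicate also reaching 60%; inconclusive means only one of the two criteria is met; inactive means mean below 60% and not all replicates reaching 60%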;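 further: luciferase light reporting Pax8 driven TPO promoter activity; plate controls were median of neutral control wells for no effect and mitoxantrone controls for full effect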
miR122 inh = blocks miR-122 activity in Huh7 sensor cells | Huh7 miR-122 Renilla luciferase sensor, 48 h; neutral wells = 0, positive control = 100 | activation (reporter increase), % at 12.5 µM | hit rate 0.3% among 340,000;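 active means mean replicate activation score at least 90 and every replicate individually at or above 90; inconclusive means only one of the two criteria met; inactive means neither criterion met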;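 further: higher luciferase means less miR-122 activity so hits act as miR-122 inhibitors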
DENV2 CPE = inhibitors of DENV2 cytopathic effect. DENV2-infected cells, cytopathic effect rescue, plate reader. CPE inhibition, % at 9.99 µM. hit rate 1.7% among 350,000. AID 651640; in the data active means CPE inhibition above about 20%, passing the limit was not always enough; inconclusive means no clear call, values can overlap the other calls; tested in BHK-21 cells;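 further: 0% = median of neutral control wells and 100% = median of positive control wells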
F508del corr = correctors of CFTR F508del function in bronchial epithelial cells. CFBE cells, YFP halide quenching; stimulated with forskolin plus potentiator P3; % fluorescence drop versus neutral controls. activity (quench increase), % at 7.58 µM. hit rate 0.36% among 350,000;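 active means mean added fluorescence quench of at least 8% versus neutral control, with both replicates also reaching 8%; inconclusive means only one of the mean or replicate conditions met; inactive means mean below 8% and not both replicates reaching 8%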;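 further: cells transiently co-express mutant CFTR-F508del with the halide-sensitive YFP; corrector assay measuring rescue of mutant channel to the surface after 24 h compound exposure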
FN deposition inh = fibronectin deposition inhibition. AH1F fibroblasts, Alexa488-fibronectin deposition fluorescence, overnight. inhibition, % at 12.6 µM. hit rate 0.086% among 350,000. AID 743247;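 active means mean inhibition across replicates of 30% or more, regardless of how many single replicates reach that level; inconclusive means mean under 30% yet at least half of replicates reach 30%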;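 further: positive control wells lacked labelled fibronectin entirely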
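Test system: AH1F fibroblast monolayer depositing Alexa488-labelled fibronectin into matrix. Input: 10000 cells per well. Technique: fluorescence, ex 485 nm, em 525 nm. Buffer or medium: DMEM plus 2% serum, read in PBS. Timing: 1 h cell adhesion before compound, then overnight fibronectin incubation. Compound: single dose, pinned. Read-out basis: inhibition from reduced deposited-fibronectin fluorescence.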
EWS-Fli inh = blocks EWS/Fli oncoprotein-driven transcription; A673 NR0B1-luciferase reporter, viability-normalised; inhibition, % at 12.6 µM; hit rate 0.67% among 350,000; AID 651661;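 active means mean inhibition of at least 50% after viability correction, with every replicate also passing that limit; inconclusive means mean reaches 50% but only one of two replicates passes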;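 further: firefly luciferase signal divided by Alamar Blue viability fluorescence both relative to DMSO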
An asterisk follows results filed as active; ? = inconclusive; . = no result given; & = joins results of further samples; [ ] = dose if it differs, or a comment.

SMILES | INS-1E GSIS act | PAX8 reporter | miR122 inh | DENV2 CPE | F508del corr | FN deposition inh | EWS-Fli inh
Fc1ccc(NC(=S)NN=C2CCCCCC2)cc1 | 2 | . | 5 | 0 | 3.1 | . | -34
CCCNC(=O)C1(C)CCN(C(=O)COc2ccc(Cl)cc2Cl)C1 (stereo not given) | 0 | 2 | 3 | 11 | 2.1 | -2 | 3
O=S(=O)(c1ccccc1)N1CCC2(CC1)CO2 | -6 | 1 | 12 | -4 | 0.9 | 4 | -5
CC(=O)Nc1ccc(S(=O)(=O)NCCNS(=O)(=O)c2ccc(NC(C)=O)cc2)cc1 | . | -3 | -1 | 5 | -3.4 | -8 | -2
CCOc1ccc(C2N(c3ccc(Cl)cc3)C(=O)C3CCCN32)cc1OC (stereo not given) | 1 | -1 | 2 | -2 | 1.0 | -22 | -1
CCOc1ccccc1-n1c(SCC(=O)N2CCOCC2)nc2ccccc2c1=O | 4 | 10 | 3 | 1 | 0.2 | -2 | 8
COc1ccc(/C=C(/NC(=O)c2ccco2)C(=O)Nc2ccc(C(C)=O)cc2)cc1 | -12 | 3 | -18 | ? | 1.9 | -1 | -7
CCN(C(=O)COC(=O)c1cc([N+](=O)[O-])ccc1N1CCOCC1)C1CCCCC1 | 5 | -3 | -7 | -4 | -4.2 | -5 | 1
C[C@H]1CCCCO[C@H](CN(C)C)[C@@H](C)CN([C@@H](C)CO)C(=O)c2cc(NC(=O)Cc3ccccc3)ccc2O1 | 22 | -3 | -3[16.7 µM] | 2 | 0.2 | . | 2
COc1ccc(C2(CO)OC(CO)C(O)C2O)cc1 (stereo not given) | 8 | -2 | . | -4 | 0.1 | 2 | 6
CCOC(Cn1c(SCC(=O)Nc2cc(C)on2)nc2ccccc2c1=O)OCC | 26 | 27 | -3 | 3 | 0.6 | -21 | .
CN(CC(=O)Nc1ccccc1Br)C(=O)Cn1[nH]c(=O)c2ccccc2c1=O | 46 | 6 | -5 | -2 | -3.4 | 7 | -1
CCN(CC)S(=O)(=O)c1ccc(C(=O)Oc2coc(CSc3nc(C)cc(C)n3)cc2=O)cc1 | -30 | 0 | . | . | . | -3 | .
Cc1cccc(-c2ccc(C3[C@H]4CNC[C@@H]3N4C(=O)Nc3ccccc3Cl)cc2)c1 (stereo not given in full) | -10&-20 | 0 | . | -5 | -2.3 | -10&6 | 2
Nc1ccc2nc3c(c(Cl)c2c1)CCCC3 | 8 | -30 | . | -1 | -4.8 | 4 | -21
COc1ccc(N(Cc2cc(=O)[nH]c3ccccc23)C(=O)c2ccco2)cc1 | 12 | -8 | -2 | . | . | 1 | .
CN(C)CC(=O)Nc1ccc2c(c1)[C@H]1C[C@@H](CC(=O)NCc3ccccc3)O[C@H](CO)[C@H]1O2 | -2 | -9 | 1[16.7 µM] | 21* | -3.5 | -21 | -2
CC(CNC(=O)c1ccc(C#N)cc1)NC(=O)c1ccc(C#N)cc1 (stereo not given) | 0 | 15 | -6 | 1 | -2.5 | 5 | 5
COC(=O)c1ccc(-c2csc(NC(=O)c3ccc(S(=O)(=O)N4CCc5ccccc5C4)cc3)n2)cc1 | 11 | -3 | 5 | . | . | -3 | .
CN1C(=O)c2cc(NC(=O)Nc3ccccc3F)ccc2OC[C@H]2O[C@H](CC(=O)O)CC[C@@H]21 | 7 | 10 | -23[16.7 µM] | 6 | -0.6 | -20 | -4
COc1ccc(CCN2CCCn3c2nc2c3c(=O)[nH]c(=O)n2C)cc1OC | 10 | -76 | 28 | ? | -0.8 | -2 | -17
COc1ccc(NC(=O)c2cc([N+](=O)[O-])ccc2NC(=O)CNC2CCCCC2C)c(OC)c1 (stereo not given) | 0 | 5 | . | 0 | 1.9 | -6 | -20
CCOCCCNC(=O)CC1Oc2ccc(C)cc2NC1=O (stereo not given) | 0 | -6 | -8 | -1 | 0.4 | -1 | -6
COc1ccc(CCc2nnc(CCC(=O)NCc3cnc4ccccn34)o2)cc1 | -6 | -11 | . | -7 | -1.4 | 5 | -50
COc1cccc(C(=O)Nc2cc3c(cc2Cl)OCCCO3)c1 | 14 | -201 | . | . | . | 18 | .
CC(C)(C)OC(=O)NCCc1nnc(SCc2cccc(Cl)c2)o1 | -36 | 4 | 11 | -2 | -1.6 | -1 | 6
CSc1nsc(SCC(=O)Nc2nc3ccccc3s2)n1 | -7 | -23 | 0 | -1 | 3.7 | -6 | 2
CC(=O)Oc1ccc(CCC(C)OC(C)=O)cc1 (stereo not given) | 5 | . | -3 | -4 | 2.7 | . | 2
CCC(=O)N[C@H]1CC[C@@H](CC(=O)NCCN2CCCCC2)O[C@@H]1CO | -1 | -14 | -9[16.7 µM] | 4 | 1.2 | -18 | 3
N=C1SC(CC(=O)Nc2ccccc2[N+](=O)[O-])C(=O)N1c1ccccc1 (stereo not given) | 12 | 5 | 5 | 11 | -31 | -9 | 12
O=C(NC1=NCCS1)c1ccc(F)c(S(=O)(=O)N2CCOCC2)c1 | 3 | -3 | 3 | 0 | -1.2 | 1 | -5
COc1ccccc1-c1nc2ccccc2n(CC(C)C)c1=O | -19 | -15 | . | -3 | -2.0 | -10 | -3
O=C(COc1ccc2c3c(c(=O)oc2c1)CCCC3)NCCCN1CCCC1=O | 19 | -11 | -7 | 4 | -0.2 | -23 | -3
O=C(CC(O)(c1ccccc1)c1ccccc1)Nc1ccccn1 | -2 | -16 | 3 | -4 | 0.7 | -9 | 2
CC1Cc2cc(S(=O)(=O)N3CCN(c4ccccc4)CC3)ccc2N1C(=O)C1CC1 (stereo not given) | 13 | -14 | . | -7 | 3.0 | -10 | 8
O=C(C[C@@H]1C=C[C@@H](NC(=O)Nc2ccc3c(c2)OCO3)[C@@H](CO)O1)NCc1ccc(F)cc1 | -7 | -10 | . | 11 | 2.8 | . | -5
COC(=O)c1ccc(CNC(=O)CSC2=NCCS2)cc1 | -9 | 11 | . | -5 | . | . | -8
S=C(NCCCN1CCOCC1)N1CCOCC1 | . | 0 | . | 1 | -2.2 | -2 | -7
COc1cccc(CN(CC2CCCO2)S(=O)(=O)c2ccc(-n3cnnn3)c(OC)c2)c1 (stereo not given) | 13 | -3 | . | ? | 1.2 | 0 | -12
CN(C)CC(=O)N[C@H]1CC[C@H](CC(=O)NCc2ccccc2F)O[C@@H]1CO | 18 | -6 | . | -6 | -3.3 | . | -7

Compound profiles (already shown):
Shown for COC(=O)c1ccc(CNC(=O)CSC2=NCCS2)cc1 → INS-1E GSIS act = -9; PAX8 reporter = 11; miR122 inh = .; DENV2 CPE = -5; F508del corr = .; FN deposition inh = .; EWS-Fli inh = -8
Shown for CC1Cc2cc(S(=O)(=O)N3CCN(c4ccccc4)CC3)ccc2N1C(=O)C1CC1 (stereo not given) → INS-1E GSIS act = 13; PAX8 reporter = -14; miR122 inh = .; DENV2 CPE = -7; F508del corr = 3.0; FN deposition inh = -10; EWS-Fli inh = 8

Remaining list, next part.
SMILES | INS-1E GSIS act | PAX8 reporter | miR122 inh | DENV2 CPE | F508del corr | FN deposition inh | EWS-Fli inh
CCCCCCN1C[C@@H](O)[C@H](n2cc(C3CC3)nn2)C[C@@H]1c1ccccc1 | -9 | 1 | 2 | -6 | -2.7 | -6 | 14
COC(=O)C1=C(C)N(C)C(=NCc2cccc(C(F)(F)F)c2)NC1c1ccc(C(F)(F)F)cc1 (stereo not given) | 45* | 19 | . | 2 | -0.4 | -5 | 43
C#CCn1c2ccccc2c(=O)n1C(C)C | 17 | -9 | 1 | -5 | 0.5 | 1 | -6
CCC(C)NC(=O)CSc1nc2scc(-c3ccccc3)c2c(=O)[nH]1 (stereo not given) | 7 | ? | . | -1 | -1.1 | -4 | -2
COc1ccc(C(C)NC(=O)Cc2ccc(Br)cc2)cc1 (stereo not given) | 3 | -3 | . | . | . | -1 | .
CCOC(=O)C1CCN(Cc2cc(=O)oc3cc(C)c(Cl)cc23)CC1 | 9 | -18 | -7 | -5 | -0.7 | -6 | 10
COc1ccc2c3c([nH]c2c1)[C@H](CO)N(Cc1ccccc1OC)CC31CCN(C)CC1 | 24 | . | . | -13 | 1.9 | . | -2
O=C(OC(C(=O)NCc1cccs1)c1ccccc1Cl)c1ccco1 (stereo not given) | 70 | . | -3 | 6 | 0.9 | . | 9
O=C(Nc1ccccc1)N1CCCCN2[C@H](C1)[C@H](c1ccc(C#Cc3ccccc3)cc1)[C@@H]2CO | 15 | 50 | -6[16.7 µM] | -1 | 2.1 | . | 1
COc1cc([N+](=O)[O-])cc2sc(NC(=O)C(C)(C)C)nc12 | 1 | 1 | 0 | 5 | 1.0 | 6 | 10
COc1cccc(S(=O)(=O)N2CCCCN3[C@H](CO)[C@H](c4ccc(C#CC(C)C)cc4)[C@@H]3C2)c1 | 1 | 71* | -27[16.7 µM] | -3 | 2.8 | . | 4
O=[N+]([O-])c1cc(F)c2cccnc2c1O | -9 | 31 | -15 | -4 | -2.8 | 0 | -4
C[C@H]1CN([C@@H](C)CO)C(=O)c2cc(/C=C/c3ccccc3)cnc2O[C@H]1CN(C)C(=O)NC1CCCCC1 | -31 | 7 | -7[16.7 µM] | 2 | -0.9 | 5 | -5
Brc1cc2[nH]cnc2c2ccccc12 | 3 | . | 7 | -6 | 0.5 | . | -2
COc1ccc(NC(=O)N(C)C[C@@H]2Oc3ncc(/C=C/c4ccccc4)cc3C(=O)N([C@H](C)CO)C[C@@H]2C)cc1 | -46 | -11 | -6[16.7 µM] | -12 | -1.1 | -20 | 6
Cn1c(C(=O)N[C@@H](Cc2ccccc2)C(=O)NCCC(=O)O)cc2cc(Cl)ccc21 | -6 | 26 | -2 | -4 | -0.2 | 14 | 13
CC(C)CC1NC(=O)N(CC(=O)Nc2ccc(-c3ccccc3)cc2)C1=O (stereo not given) | 1 | -10 | 0 | 6 | 3.2 | 2 | -18
CO[C@@H]1CN(C)C(=O)c2cc(NC(=O)NC3CCCCC3)ccc2OC[C@@H](C)NC[C@@H]1C | 14 | -12 | 5[16.7 µM] | 9 | 0.9 | 11 | -6
COC(=O)/C=C(\Oc1ccccc1)C1(O)CCCCC1 | 4 | -12 | -15 | 4 | -0.1 | 4 | -3

Structures listed so far that have a Cl atom:
SMILES | INS-1E GSIS act | PAX8 reporter | miR122 inh | DENV2 CPE | F508del corr | FN deposition inh | EWS-Fli inh
CCCNC(=O)C1(C)CCN(C(=O)COc2ccc(Cl)cc2Cl)C1 (stereo not given) | 0 | 2 | 3 | 11 | 2.1 | -2 | 3
CCOc1ccc(C2N(c3ccc(Cl)cc3)C(=O)C3CCCN32)cc1OC (stereo not given) | 1 | -1 | 2 | -2 | 1.0 | -22 | -1
Cc1cccc(-c2ccc(C3[C@H]4CNC[C@@H]3N4C(=O)Nc3ccccc3Cl)cc2)c1 (stereo not given in full) | -10&-20 | 0 | . | -5 | -2.3 | -10&6 | 2
Nc1ccc2nc3c(c(Cl)c2c1)CCCC3 | 8 | -30 | . | -1 | -4.8 | 4 | -21
COc1cccc(C(=O)Nc2cc3c(cc2Cl)OCCCO3)c1 | 14 | -201 | . | . | . | 18 | .
CC(C)(C)OC(=O)NCCc1nnc(SCc2cccc(Cl)c2)o1 | -36 | 4 | 11 | -2 | -1.6 | -1 | 6
CCOC(=O)C1CCN(Cc2cc(=O)oc3cc(C)c(Cl)cc23)CC1 | 9 | -18 | -7 | -5 | -0.7 | -6 | 10
O=C(OC(C(=O)NCc1cccs1)c1ccccc1Cl)c1ccco1 (stereo not given) | 70 | . | -3 | 6 | 0.9 | . | 9
Cn1c(C(=O)N[C@@H](Cc2ccccc2)C(=O)NCCC(=O)O)cc2cc(Cl)ccc21 | -6 | 26 | -2 | -4 | -0.2 | 14 | 13
